MRP1 act: H69AR viability gain despite doxorubicin, primary screen, MRP-1 activator project, H69AR cells, CellTiter-Glo | viability rescue | hit rate 0.61% among 140,000 | viability increase, % at 10 µM;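 active = viability gain under doxorubicin at or above a set limit, the compound median plus 3 SD, cut at about 4.7% in these data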;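 note: MRP-1 overexpressing cells given doxorubicin 25 µM after compound pretreatment; 18-22 h compound pretreatment then 72 h with doxorubicin before readout; 0% = doxorubicin-only wells and 100% = vehicle-treated cells without doxorubicin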
Yeast life ext: compounds extending yeast replicative lifespan, primary screen, S. cerevisiae, OD615. S. cerevisiae growth with nicotinamide; deaD strain in restrictive glucose medium. inhibition of the nicotinamide effect, % at 10 µM. hit rate 0.68% among 130,000. AID 775, 2007;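 active = inhibition above a set limit, placed 3 SD over the median of all compounds, cut at about 26% in these data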;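 note: 0% = nicotinamide-treated wells and 100% = cells grown without nicotinamide; some compounds called inactive have numbers as strong as hits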
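Test system – modified budding yeast, DeaD strain · Compound – single dose 10 µM compound, 0.25% DMSO · Times – culture preincubation 4 h, compound exposure 48 h, both 30 °C · Detection – optical density (absorbance) at 615 nm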
HCT116 bCat-KO: primary screen for growth suppressors in beta-catenin knockout HCT116 cells (colon tumor, human). HCT116 beta-catenin knockout viability, CellTiter-Glo, 60 h; stronger effect = lower value. viability, % at 10 µM. hit rate 1.5% among 140,000. AID 818, 2007;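 active = viability at or under a set limit, the compound median less 4 SD, cut at about 6% in these data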;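 note: 0% = Hyamine 1622 control at 20 µM and 100% = untreated cell control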
GALR2 blocker: GALR2 antagonists in receptor-expressing cells, primary screen; antagonist mode; inhibition, % at 4 µM; AID 828, 2007; hit rate 0.39% among 140,000; in the data active = inhibition above about 27%;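 note: cells stimulated with galanin 1-16 at roughly its EC80; 0% = agonist challenge control and 100% = basal control without agonist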
Target sequence (O43603 whole entry, looked up): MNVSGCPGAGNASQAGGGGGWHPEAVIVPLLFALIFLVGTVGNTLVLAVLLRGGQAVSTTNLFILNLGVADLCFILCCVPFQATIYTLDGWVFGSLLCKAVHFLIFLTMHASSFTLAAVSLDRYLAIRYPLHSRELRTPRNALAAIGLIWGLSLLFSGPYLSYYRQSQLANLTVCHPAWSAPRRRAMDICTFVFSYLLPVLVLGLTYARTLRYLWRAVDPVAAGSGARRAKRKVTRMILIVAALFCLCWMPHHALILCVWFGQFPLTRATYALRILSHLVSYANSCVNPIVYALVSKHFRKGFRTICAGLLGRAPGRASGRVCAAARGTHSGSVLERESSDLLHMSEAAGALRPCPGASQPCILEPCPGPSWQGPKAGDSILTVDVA
Phagocyt inh: inhibitors of macrophage phagocytosis, primary screen, imaging, J774A.1 cells, IgG beads; hit rate 0.07% among 110,000; inhibition, % at 5 µM; AID 1029, 2008; J774A.1 macrophage IgG-bead phagocytosis;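 active = inhibition above the mean of the plate negative controls plus 5 SD, cut at about 13% in these data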;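 note: phagocytic index as fraction of beads internalized from green versus red external bead signal; plate controls were DMSO negative control for no effect and cytochalasin-D positive control for full effect; some results beyond the cut were filed as inactive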
E-sel TNF inh: E-selectin induction blockers in HUVEC – imaging, immunofluorescence, high content, primary screen; AID 1246, 2008; HUVEC TNFa-induced E-selectin immunofluorescence; inhibition, % at 2 µM; hit rate 0.71% among 120,000;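 active = inhibition above the batch mean plus 3 SD, and confirmed as a hit on visual image review, cut at about 43% in these data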;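 note: 0% = TNF-stimulated DMSO wells and 100% = unstimulated control wells; not every result past the cut was called active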
Measles CPE: compounds protecting cells from measles virus cytopathic effect, primary screen, measles RdRp inhibitor project, single point, MLSMR library, absorbance; Measles virus-infected cells, CPE protection; AID 841, 2007; protection (pct of control), % at 4 µM; hit rate 1.5% among 140,000; in the data active = protection mostly above about 24%, no sharp cut-off; inactive = mostly below about 26%; note: some compounds called inactive have numbers as strong as hits
HCT116 PTEN-null: growth suppression of PTEN-null HCT116, primary screen, cell-based, CellTiter-Glo; HCT116 PTEN-null viability, 60 h; stronger effect = lower value; viability, % at 10 µM; hit rate 1.2% among 140,000;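 active = viability at or below a set limit, 4 SD under the median of all tested compounds, cut at about 3.7% in these data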;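 note: PTEN knockout HCT116 line with beta catenin targeted HCT116 as companion control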
NPY-Y2 antag: NPY-Y2 receptor antagonists, primary screen, cell-based; Neuropeptide Y receptor type 2 (Homo sapiens), P49146; hit rate 0.99% among 140,000; inhibition, % at 2.7 µM; NPY-Y2 expressing cells, antagonist mode; in the data active = inhibition above about 17%;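 note: 0% = vehicle with agonist challenge and 100% = reference antagonist with challenge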
Target sequence (P49146 whole entry, looked up): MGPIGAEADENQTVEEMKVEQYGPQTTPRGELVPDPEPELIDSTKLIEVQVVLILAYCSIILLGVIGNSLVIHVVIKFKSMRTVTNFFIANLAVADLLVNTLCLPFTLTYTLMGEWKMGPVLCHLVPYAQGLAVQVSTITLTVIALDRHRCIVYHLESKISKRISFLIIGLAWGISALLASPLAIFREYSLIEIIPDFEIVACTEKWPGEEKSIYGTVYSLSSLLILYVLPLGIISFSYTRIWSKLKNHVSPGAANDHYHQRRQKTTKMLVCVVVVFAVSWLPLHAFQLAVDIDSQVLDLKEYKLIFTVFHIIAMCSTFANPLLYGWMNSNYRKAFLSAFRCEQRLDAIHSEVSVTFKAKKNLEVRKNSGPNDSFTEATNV
Yeast growth inh: growth inhibitors of yeast BB579 in restrictive medium, primary screen, yeast lifespan-shortening project, S. cerevisiae; inhibition, % at 10 µM; AID 804, 2007; OD615, 48 h; hit rate 0.51% among 140,000;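 active = inhibition above a set limit, 3 SD over the mean compound inhibition, cut at about 44% in these data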; note: inactives centre near -24
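System: Saccharomyces cerevisiae DeaD strain BB579, replicative lifespan model yeast | Buffer or medium: Restrictive glucose-based CSMM-D medium | Times: 4 h preincubation and 48 h exposure at 30 °C | Detection: OD615 turbidity measurement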
Starred values were filed as active, the others as inactive; . = not tested or not shown.

#1 Cc1nc(=O)c(-c2ccccc2)c(C)n1-c1ccccc1C(=O)O
#2 COc1ccccc1CNC(=O)Cn1cccc1
#3 O=C(O)CCn1c(=O)sc2ccccc21
#4 COc1ccccc1N1C(=O)CC(N2CCc3ccccc32)C1=O (stereo not given)
#5 Cc1ccccc1C(=O)NC(=S)Nc1ccc(Oc2ccc(Cl)cc2)cc1
#6 Nc1ccccc1SCC(=O)N1CCc2ccccc21
#7 O=C(CSc1nc2ccccc2c(=O)n1NC(=O)Cc1ccccc1)NCc1ccccc1
#8 CCOC(=O)[C@H]1CCC[C@@H](NS(=O)(=O)c2ccc(NC(C)=O)cc2)C1

assay / compound	1	2	3	4	5	6	7	8
MRP1 act	-0.9	-0.8	-2.4	-1.4	-0.1	-1.7	-3.4	-0.6
Yeast life ext	1	-3	-12	-15	25	-9	-4	-10
HCT116 bCat-KO	95	98	93	97	84	85	90	101
GALR2 blocker	0	-3	6	-31	7	4	1	4
Phagocyt inh	1	-1	-2	6	.	-4	-2	-1
E-sel TNF inh	-12	10	4	6	.	.	11	4
Measles CPE	2	26	4	7	17	5	14	5
HCT116 PTEN-null	98	106	92	98	75	77	84	91
NPY-Y2 antag	0	1	1	6	1	3	1	-3
Yeast growth inh	-20	-51	-3	-28	-64	-35	-11	2

#9 Cc1cccc(CS(=O)(=O)Cc2ccc(C(=O)NCCN3CCCCC3C)o2)c1 (stereo not given)
#10 Cc1cc(C)c(S(=O)(=O)Nc2ccc(O)cc2)cc1C
#11 COc1ccc(S(=O)(=O)n2nc(OC(=O)c3ccc(C)cc3)cc2N)cc1
#12 Cc1ccc(CCC(=O)Nc2nccs2)o1
#13 CCOC(=O)CSc1nc2cc(C(=O)N3CCC(C(N)=O)CC3)ccc2c(=O)n1-c1ccccc1
#14 Cc1cc(NC(=O)COC(=O)c2ccc(NS(=O)(=O)c3ccc(C)c(C)c3)cc2)no1
#15 COC(=O)c1sccc1NC(=O)/C=C/c1ccc(Cl)cc1
#16 COc1ccc(C(=O)NCCc2nnc(SCc3nc4ccccc4c(=O)[nH]3)n2C)cc1

assay / compound	9	10	11	12	13	14	15	16
MRP1 act	-1.3	-2.9	-3.3	0.7	-0.3	-2.2	-1.7	-3.6
Yeast life ext	-2	-16	5	1	-4	-13	-5	-2
HCT116 bCat-KO	99	63	84	103	112	80	80	83
GALR2 blocker	9	-1	5	-1	-14	-9	3	-9
Phagocyt inh	-3	.	0	0	2	.	-6	0
E-sel TNF inh	-14	-11	-19	14	6	22	.	10
Measles CPE	24	27	1	.	1	2	4	2
HCT116 PTEN-null	107	67	94	102	115	90	89	80
NPY-Y2 antag	3	1	2	-1	3	2	16	3
Yeast growth inh	-61	-23	-2	-46	-77	-31	-3	-13

A few values from the list.
Cc1cc(NC(=O)COC(=O)c2ccc(NS(=O)(=O)c3ccc(C)c(C)c3)cc2)no1 | E-sel TNF inh: 22
CCOC(=O)CSc1nc2cc(C(=O)N3CCC(C(N)=O)CC3)ccc2c(=O)n1-c1ccccc1 | MRP1 act: -0.3
COc1ccc(C(=O)NCCc2nnc(SCc3nc4ccccc4c(=O)[nH]3)n2C)cc1 | Phagocyt inh: 0
COc1ccc(S(=O)(=O)n2nc(OC(=O)c3ccc(C)cc3)cc2N)cc1 | MRP1 act: -3.3
COC(=O)c1sccc1NC(=O)/C=C/c1ccc(Cl)cc1 | Phagocyt inh: -6

Next part:
#17 CC1(C)NC(=O)N(CC(O)COc2ccccc2C(=O)Nc2ccccc2)C1=O (stereo not given)
#18 COc1ccc(NC(=O)CN2CCC(C)CC2)cc1
#19 O=C1c2ccccc2C(=O)N1CCCCN(C(=O)c1cccc([N+](=O)[O-])c1)c1ccc(Cl)cc1
#20 CCN1CCN(c2cc(N3CCc4ccccc4C3)c(F)cc2[N+](=O)[O-])CC1
#21 Cc1cc(C(=O)CSc2nnc(N)s2)c(C)n1CCc1ccc(Cl)cc1
#22 N#Cc1ccsc1NC(=O)CN1CCCCCC1
#23 Cc1nc2ccc(Br)cn2c1NC(C)(C)C
#24 Cc1nn(-c2ccccc2)c(N2CCCC2)c1/C=C1\N=C(c2ccc(F)cc2)OC1=O

assay / compound	17	18	19	20	21	22	23	24
MRP1 act	0.2	-0.5	-2.4	-5.7	1.2	-0.4	-3.5	-2.4
Yeast life ext	-10	-4	-24	-6	-13	-7	3	0
HCT116 bCat-KO	87	95	75	1.0*	65	104	82	101
GALR2 blocker	4	-3	-12	3	-7	0	8	10
Phagocyt inh	-2	2	.	-2	1	-1	.	8
E-sel TNF inh	-18	7	52	.	.	15	6	6
Measles CPE	2	3	2	8	4	6	11	6
HCT116 PTEN-null	104	102	78	0.5*	91	108	92	94
NPY-Y2 antag	3	4	-3	4	7	3	0	4
Yeast growth inh	-39	-27	-22	-19	-48	-58	-22	-71

#25 CCN(CC)C(=O)c1cccc2c1C(=O)c1ccccc1-2
#26 O=C1c2ccccc2N(Cc2ccc(Cl)cc2)C2=NCCN12
#27 N#CCSC1=Nc2ccccc2C2=NC(CCC(=O)N3CCN(c4ccccc4)CC3)C(=O)N12 (stereo not given)
#28 O=C(COC(=O)c1cccc(S(=O)(=O)N2CCc3ccccc32)c1)Nc1ncc(C(F)(F)F)cc1Cl
#29 Cc1ccc(-c2cnc(SCC(=O)N3CCCc4ccccc43)n2C)cc1
#30 CC(C)(C)S(=O)(=O)c1nc2ccccc2s1
#31 O=C(Nc1nc(-c2ccc(S(=O)(=O)N3CCCC3)cc2)cs1)c1ccco1
#32 O=c1[nH]cc(COCc2ccccc2)c(=O)[nH]1

assay / compound	25	26	27	28	29	30	31	32
MRP1 act	-1.2	-2.3	-0.9	-1.9	-0.2	-0.7	0.6	-0.4
Yeast life ext	.	3	-7	3	0	11	-12	-10
HCT116 bCat-KO	94	85	104	89	86	91	57	2.6*
GALR2 blocker	-1	3	-1	-2	-2	5	-7	-3
Phagocyt inh	.	-14	1	-4	0	.	-1	2
E-sel TNF inh	-8	15	4	.	-24	-18	-15	-32
Measles CPE	4	7	17	12	28	3	5	4
HCT116 PTEN-null	97	83	105	91	75	96	48	4
NPY-Y2 antag	-2	1	6	0	9	-2	-1	1
Yeast growth inh	-35	-21	-7	-37	-51	-3	-27	-44

Arranged by the number under E-sel TNF inh (smallest number first): three from the list above
entry	Compound	E-sel TNF inh
29	Cc1ccc(-c2cnc(SCC(=O)N3CCCc4ccccc43)n2C)cc1	-24
30	CC(C)(C)S(=O)(=O)c1nc2ccccc2s1	-18
25	CCN(CC)C(=O)c1cccc2c1C(=O)c1ccccc1-2	-8

New compounds follow:
#33 CCOC(=O)C1C(=O)CC(C)(O)C(C(=O)OCC)C1c1cc(Br)ccc1OC (stereo not given)
#34 COCC(=O)N(c1ccc(C(C)C)cc1)C1C=CS(=O)(=O)C1 (stereo not given)
#35 COc1ccccc1N1C(=O)CC1(C#N)c1ccc(OCc2ccccc2)cc1 (stereo not given)
#36 CCCCNC(=O)c1ccc(N2CCOCC2)c(NS(=O)(=O)c2ccc(OC)cc2)c1
#37 COc1ccccc1-n1c(SCC(=O)Nc2ccc(F)cc2)nc2c(c1=O)SCC2
#38 CC1CCN(S(=O)(=O)c2ccc(NC(=O)N3c4ccccc4Sc4ccccc43)cc2)CC1
#39 Cc1cc(C)nc(N/N=C/c2ccccc2OCc2ccc(Cl)cc2)n1
#40 Cc1ccc(-c2nc3ccccc3c(=O)n2NC(=O)c2cccs2)cc1

assay / compound	33	34	35	36	37	38	39	40
MRP1 act	-4.5	-1.1	-2.1	-2.3	-3.2	-0.2	-0.5	-3.4
Yeast life ext	-9	-13	13	-4	-5	-11	-2	11
HCT116 bCat-KO	93	95	72	91	90	89	58	86
GALR2 blocker	4	10	5	6	9	13	7	-16
Phagocyt inh	2	.	-3	-2	0	0	-7	9
E-sel TNF inh	9	-7	.	.	4	-1	-44	.
Measles CPE	10	20	14	9	34	4	3	16
HCT116 PTEN-null	93	113	65	96	101	91	50	83
NPY-Y2 antag	3	0	3	-2	5	4	4	0
Yeast growth inh	11	-36	-36	-7	-9	-44	-29	2

#41 Cc1nnc(SCc2cnc(-c3ccccc3)o2)[nH]c1=O
#42 C=CCNC(=O)c1ccncc1
#43 Clc1ccc(Cn2cc(/C=N/n3cnnc3)c3ccccc32)cc1
#44 Cc1ccc(/C=C/C(=O)Nc2cc(S(=O)(=O)N3CCCCCC3)ccc2OCC(F)(F)F)o1
#45 CC1=CC(C)(C)N2C(=O)C3(SCC(=O)N3c3ccc(F)cc3)c3cc(C)cc1c32 (stereo not given)
#46 O=C(NCc1ccccc1)c1ccc(Br)cc1Br
#47 Cc1cc(=O)n(CC(C)O)c(O)c1C#N (stereo not given)
#48 S=C1NC2=C(CCC/C2=C\c2ccccc2)C(c2ccccc2)N1 (stereo not given)

assay / compound	41	42	43	44	45	46	47	48
MRP1 act	-1.9	-1.2	-4.4	-1.5	-1.8	-1.2	-3.0	-1.1
Yeast life ext	-7	46	-21	3	3	3	.	-2
HCT116 bCat-KO	109	105	30	84	44	82	75	91
GALR2 blocker	7	8	4	-3	-21	-4	0	-14
Phagocyt inh	0	-1	-3	-12	-1	6	.	1
E-sel TNF inh	10	.	-19	.	21	17	-30	.
Measles CPE	6	7	4	22	16	21	5	7
HCT116 PTEN-null	103	110	28	75	30	82	95	95
NPY-Y2 antag	2	7	1	4	13	0	1	3
Yeast growth inh	13	-10	10	-26	-63	-24	-14	-31
